# LGR2 antag – inhibitors of bursicon-induced Drosophila LGR2 receptor cAMP signaling; HEK293 LGR2, CRE-luciferase, bursicon-stimulated, 4 h; inhibition, % at 9.99 µM; hit rate 0.35% among 380,000;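 active means drop in luminescence signal, shown as inhibition above about 50% in the replicate tests, limit read from the data, passing the limit was not always enough; inconclusive means probably only some replicates passing the limit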;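 further: agonist challenge used bursicon conditioned medium at about half maximal strength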
# PAX8 reporter – inhibitors of PAX8 transcriptional activity in RMG-I cells; hit rate 1.2% among 360,000; inhibition, % at 12.6 µM; RMG-I TPO-luciferase reporter, SteadyGlo, 24 h;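 active means mean replicate inhibition at least 60% with every replicate also reaching 60%; inconclusive means only one of the two criteria is met; inactive means mean below 60% and not all replicates reaching 60%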;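 further: luciferase light reporting Pax8 driven TPO promoter activity; plate controls were median of neutral control wells for no effect and mitoxantrone controls for full effect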
# FN deposit inh – fibronectin deposition inhibition; AH1F fibroblasts, Alexa488-fibronectin deposition fluorescence, overnight; inhibition, % at 12.6 µM; hit rate 0.086% among 350,000;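 active means mean inhibition across replicates of 30% or more, regardless of how many single replicates reach that level; inconclusive means mean under 30% yet at least half of replicates reach 30%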;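 further: positive control wells lacked labelled fibronectin entirely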
#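 Assay system: AH1F fibroblasts / Quantity: 10000 cells per well / Medium: DMEM plus 2% serum, read in PBS / Reagent: labelled fibronectin 24 nM / Dosing: single dose, pinned / Times: 1 h cell attachment, overnight exposure to compound and label / Signal: fluorescence, ex 485 nm, em 525 nm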
# EWS-Fli inh – EWS/Fli transcriptional activity inhibition; AID 651661; hit rate 0.67% among 350,000; A673 NR0B1-luciferase reporter, viability-normalised; inhibition, % at 12.6 µM;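 active means mean inhibition of at least 50% after viability correction, with every replicate also passing that limit; inconclusive means mean reaches 50% but only one of two replicates passes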;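 further: firefly luciferase signal divided by Alamar Blue viability fluorescence both relative to DMSO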
# PGC1a acetyl inh – lowers PGC1a acetylation signal in U2OS cells; AlphaScreen anti-acetyl-lysine; with virally co-expressed GCN5 acetyltransferase; inhibition, % at 15.6 µM; hit rate 0.17% among 350,000;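 active means every replicate shows inhibition of at least 40%; inconclusive means mean inhibition at least 40% but some replicate below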;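 further: 0% = neutral control wells and 100% = positive control wells; some results beyond the cut were filed as inactive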
# Casp6 inh – inhibitors of human caspase-6; purified caspase-6, Z-VEID-R110 cleavage fluorescence; inhibition, % at 12.5 µM; hit rate 0.53% among 350,000;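 active means mean inhibition across replicates at least about 35%, with every replicate also reaching that limit, limit read from the data; inconclusive means only one of the two criteria met; inactive means neither criterion met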;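 further: 0% = median of neutral control wells and 100% = no fluorescence left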
# Target sequence (P55212 24-179 limits assumed): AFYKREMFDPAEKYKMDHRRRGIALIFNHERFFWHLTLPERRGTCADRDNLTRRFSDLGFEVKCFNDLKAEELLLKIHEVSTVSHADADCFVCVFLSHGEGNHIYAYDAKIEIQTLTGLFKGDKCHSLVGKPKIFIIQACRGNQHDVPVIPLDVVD
# Target sequence (P55212 194-293 limits assumed): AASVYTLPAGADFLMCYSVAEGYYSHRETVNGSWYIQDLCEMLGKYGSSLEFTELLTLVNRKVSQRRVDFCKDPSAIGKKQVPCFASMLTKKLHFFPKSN
# Cneo AK release – causes C. neoformans cell lysis; adenylate kinase release luminescence, 4 h; normalised: neutral wells 0, clomiphene wells 100; lysis activity, % at 15 µM; hit rate 0.2% among 360,000; AID 651654;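 active means mean lysis activity across replicates of at least 80%, whatever share of replicates individually reach that level; inactive means mean lysis activity below 80%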
#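 Assay system: log-phase C. neoformans yeast / Quantity: yeast cell density of 5 × 10^6 cells/mL / Medium: fresh YPD growth medium / Compound: single dose / Timing: static 4 h at 37 °C with compound, 1 h detection / Measured by: adenylate kinase release luminescence / Read-out: lysis from increased AK signal / Benchmarks: Clomiphene as positive lysis control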
# miR122 inh – blocks miR-122 activity in Huh7 sensor cells | Huh7 miR-122 Renilla luciferase sensor, 48 h; neutral wells = 0, positive control = 100 | activation (reporter increase), % at 12.5 µM | hit rate 0.3% among 340,000;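 active means mean replicate activation score at least 90 and every replicate individually at or above 90; inconclusive means only one of the two criteria met; inactive means neither criterion met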;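 further: higher luciferase means less miR-122 activity so hits act as miR-122 inhibitors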
# Active calls of the source: *; ? = inconclusive; / = not tested or not shown; [ ] = remark or other dose.
SMILES,LGR2 antag,PAX8 reporter,FN deposit inh,EWS-Fli inh,PGC1a acetyl inh,Casp6 inh,Cneo AK release,miR122 inh
COc1cccc(C(=O)Nc2ccc3c(c2)C(=O)NC3=O)c1,-10,-6,-4,-12,-2,1,2,-2
CCCNC(=O)N1[C@H](CO)[C@@H](c2ccccc2)[C@H]1CNC(=O)c1cccc(F)c1,8,-27,-16,-2,11,-3,-6,21[16.7 µM]
CS(=O)(=O)Nc1ccc2c(c1)[C@@H]1C[C@H](CC(=O)NCC(F)(F)F)O[C@@H](CO)[C@@H]1O2,-18,-14,-12,0,-10,-1,0,2[16.7 µM]
CO[C@H]1CN(C)C(=O)c2cc(NC(=O)C3CC3)ccc2OC[C@H](C)N(C(=O)c2ccncc2)C[C@@H]1C,17,-10,-1,4,-2,2,-1,4[16.7 µM]
CN[C@H]1C[C@H]2c3[nH]c4c(-c5ccccc5)cccc4c3CCN2C(=O)[C@H]1[C@H](C)O,2,9,15,14,/,-3,/,/
Cc1cccc(Nc2nc(N)c([N+](=O)[O-])c(NCc3ccccc3)n2)c1,3,53,5,11,-8,2,0,18
COc1ccc(C(c2nnnn2CCc2ccccc2)N2CCN(C3CCCC3)CC2)cc1OC (centres undefined),/,5,-13,/,-5,/,-2,22
O=C(N/N=C/c1ccncc1)c1cc(Br)ccc1OCc1ccccc1,3,4,-1,-9,6,4,/,-3
CC1CCC(=NNC(=O)Cc2cccn2C)CC1 (centres undefined),6,6,-7,4,12,6,/,2
COc1cc(C(=O)C(=O)c2cc(OC)c(O)c(OC)c2)cc(OC)c1O,-17,1,-4,-8,/,/,-2,/

# Record cards, from the list above. Screens in order: LGR2 antag | PAX8 reporter | FN deposit inh | EWS-Fli inh | PGC1a acetyl inh | Casp6 inh | Cneo AK release | miR122 inh
# Shown for O=C(N/N=C/c1ccncc1)c1cc(Br)ccc1OCc1ccccc1 = 3 | 4 | -1 | -9 | 6 | 4 | / | -3
# Shown for CC1CCC(=NNC(=O)Cc2cccn2C)CC1 (centres undefined) = 6 | 6 | -7 | 4 | 12 | 6 | / | 2
# Shown for COc1cc(C(=O)C(=O)c2cc(OC)c(O)c(OC)c2)cc(OC)c1O = -17 | 1 | -4 | -8 | / | / | -2 | /

# Other records.
SMILES,LGR2 antag,PAX8 reporter,FN deposit inh,EWS-Fli inh,PGC1a acetyl inh,Casp6 inh,Cneo AK release,miR122 inh
CCC(=O)N[C@H]1CC[C@H](CCNS(=O)(=O)c2ccc(Cl)cc2)O[C@@H]1CO,22,-9,/,-3,3,-1,-3,/
N#Cc1ccc(/C=C/C(=O)c2ccc3c(c2)OCO3)cc1,35,-20,-11,0,/,-1,/,/
CSc1ccccc1OCc1cc(C(=O)N2CCN(c3ccccc3)CC2C)no1 (centres undefined),-22,-126,/,/,/,-1,1,3
C[C@@H]1CN([C@@H](C)CO)C(=O)c2cc(NC(=O)c3ccncc3)ccc2O[C@@H]1CN(C)C(=O)Nc1ccccc1,5,-23,/,/,1,-1,-3,-2[16.7 µM]
CC(=O)Nc1cccc(-n2nnc(SCC(=O)N(C)c3ccccc3)n2)c1,-1,-4,2,8,7,0,-2,-8
O=C(Cc1ccccc1F)Nc1cc(S(=O)(=O)N2CCOCC2)ccc1N1CCOCC1,-5,2,-7,14,-12,-2,-3,/
O=C(CSc1ccc(-c2ccncc2)nn1)N1CCCCC1,7,-7,4,-8,/,-1,/,/
Cc1ccc(N(CC(=O)NC2CCCCC2C)S(=O)(=O)c2c(C)noc2C)cc1 (centres undefined),3,-11,0,1,5,3,1,-4
CN(C)CC(=O)Nc1ccc2c(c1)[C@H]1C[C@@H](CC(=O)NCc3cc(F)ccc3F)O[C@@H](CO)[C@H]1O2,-7,-4,/,-1,-5,3,0,4[16.7 µM]
O=C(NN=C1CCN(Cc2ccccc2)CC1)c1ccccc1,0,-25,0,-2,/,-1,/,/
O=C(CCS(=O)(=O)c1ccc(Cl)cc1)NCCC1=CCCCC1,6,2,-2,/,/,5,-4,/
C[C@H](CO)N1C[C@H](C)[C@@H](CN(C)S(=O)(=O)c2ccc(F)cc2)OCCCC[C@H](C)Oc2ccc(NC(=O)Cc3ccccc3)cc2C1=O,21,3,6,-7,-5,/,4,27[16.7 µM]
Cc1ccc(-c2nnc(N3CCN(C(=O)CN4C(=O)c5ccccc5C4=O)CC3)c3ccccc23)cc1,/,/,-4,/,-1,/,2,-2
COCCCn1c(-c2cccs2)nc2nc3ccccc3nc21,-25,5,-1,-12,-2,2,-1,-3
COc1cc(OC)cc(C(=O)Nc2nc(CC(=O)NCCc3ccccc3)cs2)c1,-2,-11,-7,-16,/,-2,/,/
Cc1noc(C)c1COc1ccccc1C(=O)NCCc1ccc(S(N)(=O)=O)cc1,-12,-12,/,-5,20,2,3,-1
Cc1cc(C)nc(NC(=O)c2cccc(Cl)c2)n1,/,19,9,/,/,/,0,-3
COc1ccc(N(CC(=O)Nc2ccccc2OC)S(=O)(=O)c2ccccc2)cc1Cl,7,10,1,7,-3,-3,0,2
CSc1ccccc1OCc1cc(C(=O)N(C)Cc2nonc2C)no1,-58,-153,1,-94,-2,0,0,-9
Cc1cc(F)ccc1S(=O)(=O)N1CCCOC1CNC(=O)C(=O)NCc1ccc2c(c1)OCO2 (centres undefined),0,/,3,/,0,8,0,-7
Cn1cc(CN2CCCC(C(=O)Nc3cccc(-c4cc5ccccc5[nH]4)c3)C2)cn1 (centres undefined),10,20,-15,14,/,0,2,-12
CCc1ccc(C(=O)NC(=S)Nc2ccc3c(c2)OCCO3)cc1,-43,-209,-3,/,-2,/,2,2
CCCN1[C@@H]2c3ccc(-c4cccc(F)c4)c(=O)n3C[C@H]1[C@H](CO)[C@H]2C(=O)NCC1CC1,3,/,/,2,/,-2,-1,/
COc1ccc(CNC(=O)CN2CCN(S(=O)(=O)c3c(C)c(C)cc(C)c3C)CC2)cc1OC,5,6,9,-4,-9,-5,-2,-1
Cc1csc(=O)n1CCC(=O)OCC(=O)NCc1ccc(F)cc1,1,-9,-8,-5,-6,1,3,-3
CN(Cc1cc(=O)n2ccsc2n1)C1CCCCC1,27,15,-11,4,/,5,/,/
O=C(c1[nH]c(C(F)(F)F)nc1-c1ccccc1)N1CCN(CCN2CCOCC2)CC1,-6,-9,1,-15,22,-10,-1,-6
NNC(=O)c1cc(Cl)ccc1Cl,-10,5,6,/,-2,/,4,-17
COCc1cn(CC[C@@H]2CC[C@H](NC(=O)CCN3CCCCC3)[C@H](CO)O2)nn1,-2,-2,8,4,-3,1,-1,/
Cc1cc(C)n2nc(SCC(=O)c3cccs3)nc2n1,-32,-21,-5,-16,3,5,-1,-1
O=C(NNC(=O)C1CCC1)c1ccccc1F,24,-6,/,-8,/,3,1,1
CC(=O)c1ccc(OCc2cc(C(=O)N3CCC(Oc4ccccc4C)CC3)no2)cc1,-67,-171,-1,-128,/,2,21,/
CC(C)(C)OC(=O)N[C@@H](Cc1ccccc1)C(=O)N1CCC(C(=O)N[C@@H](Cc2c[nH]c3ccccc23)C(=O)O)CC1,-4,-15,-8,6,/,-2,1,/
CCC(=O)c1ccc(OCC(=O)OCC(=O)c2cc(C)n(CC3CCCO3)c2C)cc1 (centres undefined),-27,-3,/,-11,/,0,-1,/
O=C(NCc1cccnc1)C(=O)Nc1nc(-c2ccccc2)cs1,-21,-49,-5,-71,-2,-1,-1,-3
CC(C)N(CCn1c(SCC(=O)Nc2cccnc2Cl)nc2ccccc2c1=O)C(C)C,-6,7,2,0,3,3,4,-1
CCc1c(C2(O)CCCCC2)[nH]c2ccc(C(F)(F)F)cc12,4,8,-8,-17,/,3,-1,/
C[C@H](CO)N1C[C@H](C)[C@H](CN(C)Cc2ccncc2)Oc2cc(C#CC(C)(C)O)ccc2S1(=O)=O,-3,/,-2,-10,-5,5,-4,8[16.7 µM]
O=C(Nc1ccc(Cl)cn1)Nc1ccccc1Cl,-18,-19,-7,-19,/,-3,-5,/
Cc1ccc(S(=O)(=O)N(CCC#N)C2CCCCC2)c2nsnc12,-8,14,-5,/,-1,/,0,-6
Cc1cc2ncn(C(=O)c3c(-c4ccccc4)noc3C)c2cc1C,-4,/,/,/,10,/,-3,0
CC(=Nc1ccccc1)Nc1ccccc1,/,-9,-5,/,4,/,0,-2
CCc1c(C)nc2ncnn2c1N1CCC(C(=O)NCc2ccc3c(c2)OCO3)CC1,-8,/,/,/,1,-1,-2,0
Cc1cc(CN(C)C(=O)c2ccc(OC3CCN(S(=O)(=O)N(C)C)CC3)cc2)n[nH]1,13,0,-6,/,-1,-1,2,12
CCc1cccc(C)c1NC(=O)CN1CCN(S(=O)(=O)c2ccc(C(C)(C)C)cc2)CC1,1,3,2,0,/,5,/,/
O=C(CSc1nccc(=O)[nH]1)Nc1cc(C(F)(F)F)ccc1N1CCOCC1,1,-1,6,-1,/,-2,2,/
COc1ccc(Cc2c(O)nc(SCC(=O)N3CCOCC3)[nH]c2=O)cc1,9,0,2,3,0,1,-2,-2
O=C(COC(=O)CCNS(=O)(=O)c1ccccc1)NC(=O)Cc1ccccc1,-9,-4,-15,-5,4,1,-1,-5
CN1CCN(C(=O)C[C@@H]2CC[C@@H]3[C@H](COC[C@@H](O)CN3CC3CCCC3)O2)CC1,-11,-15,-2,/,4,-1,/,/
CN(C)c1cccc(C(=O)NCc2ccccc2Cl)c1,-11,-49,12,-22,/,0,/,/

# Other records
SMILES,LGR2 antag,PAX8 reporter,FN deposit inh,EWS-Fli inh,PGC1a acetyl inh,Casp6 inh,Cneo AK release,miR122 inh
COC(=O)[C@H]1[C@H](CO)[C@H]2Cn3c(ccc(-c4ccccc4)c3=O)[C@H]2N1C(=O)C1CC1,6,-23,/,-1,/,-3,3,-1[16.7 µM]
Cc1ccc(NC2=C(Cl)C(=O)c3ccccc3C2=O)cc1,-25,-89,7,?,?,-7,3,1
Cc1noc(C)c1NC(=O)Nc1ccc2c(c1)CC(=O)N([C@H](C)CO)C[C@@H](C)[C@H](CN(C)Cc1ccc(C(=O)O)cc1)O2,-7,/,1,-8,6,1,-2,-7[16.7 µM]
COC(=O)C1CC(C(=O)OC)C2C(C(=O)OC)CC(C(=O)OC)C12 (centres undefined),-18,4,-5,30,12,-2,1,3
COc1ccc(Cl)cc1NC(=O)CN1CCN(S(=O)(=O)N2CCC(C)CC2)CC1,22,10,7,2,-15,2,7,-14
Cc1ccc(C(=O)c2c3ccc(N)cc3nn2CCC(N)=O)cc1,-7,0,5,-12,/,-1,-3,-15
C[C@H]1CN([C@@H](C)CO)C(=O)c2cc(/C=C/c3ccccc3)cnc2O[C@H]1CN(C)C(=O)C1CCOCC1,-9,-19,/,-13,-6,4,-3,4[16.7 µM]
CCOC(=O)C1(CC2CC2)CCN(Cc2cn(C)c3ccccc23)CC1,/,20,-4,11,/,1,/,/
Cc1cccc(NC(=O)/C(C#N)=C/c2ccccc2Cl)n1,4,7,-8,6,/,4,4,4
COc1cccc(C(=O)NC2CCN(CC(=O)NCc3ccccc3F)CC2)c1,17,-15,3,2,-2,7,/,1
CCC(=O)Nc1ccc(Cl)c(NC(=S)NC(C)=O)c1,6,13,-8,-16,/,0,/,/
CC(C)CC#Cc1cnc2c(c1)C(=O)N([C@H](C)CO)C[C@@H](C)[C@H](CN(C)S(=O)(=O)c1cn(C)cn1)O2,9,4,-6,8,1,-2,3,1[16.7 µM]
CCCn1c(=O)c2c(C(F)(F)F)cc(-c3cccs3)nc2n(CCC)c1=O,-12,6,27,3,-2,0,-2,-6

# From PubChem
